MrgX1 PAM = human MrgX1 positive allosteric modulation, primary screen; MrgX1-HEK293, Fluo-4 calcium flux, FDSS; active compounds read high; B-score at 10 µM; hit rate 0.63% among 310,000;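 active means plate-corrected calcium response at least 3 library SD above typical, normal starting fluorescence, not activating the receptor alone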;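 further: compound read alongside a low EC10 to EC30 dose of BAM8-22 agonist; peak minus trough fluorescence over baseline measured at the second addition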
TRPC6 inh = inhibitors of mouse TRPC6 channel; Q61143; HEK293-TRPC6, membrane potential dye, ACh-evoked depolarization; active compounds read low; B-score at 10 µM; hit rate 1.1% among 310,000; AID 2553;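 active means B-score under library mean minus 3 SD, initial fluorescence not abnormally high, positive integrated signal ratio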;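 further: B-score derived from integrated fluorescence ratio over the kinetic read; more negative B-score means stronger inhibition of depolarization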
Target sequence (Q61143 whole entry, looked up): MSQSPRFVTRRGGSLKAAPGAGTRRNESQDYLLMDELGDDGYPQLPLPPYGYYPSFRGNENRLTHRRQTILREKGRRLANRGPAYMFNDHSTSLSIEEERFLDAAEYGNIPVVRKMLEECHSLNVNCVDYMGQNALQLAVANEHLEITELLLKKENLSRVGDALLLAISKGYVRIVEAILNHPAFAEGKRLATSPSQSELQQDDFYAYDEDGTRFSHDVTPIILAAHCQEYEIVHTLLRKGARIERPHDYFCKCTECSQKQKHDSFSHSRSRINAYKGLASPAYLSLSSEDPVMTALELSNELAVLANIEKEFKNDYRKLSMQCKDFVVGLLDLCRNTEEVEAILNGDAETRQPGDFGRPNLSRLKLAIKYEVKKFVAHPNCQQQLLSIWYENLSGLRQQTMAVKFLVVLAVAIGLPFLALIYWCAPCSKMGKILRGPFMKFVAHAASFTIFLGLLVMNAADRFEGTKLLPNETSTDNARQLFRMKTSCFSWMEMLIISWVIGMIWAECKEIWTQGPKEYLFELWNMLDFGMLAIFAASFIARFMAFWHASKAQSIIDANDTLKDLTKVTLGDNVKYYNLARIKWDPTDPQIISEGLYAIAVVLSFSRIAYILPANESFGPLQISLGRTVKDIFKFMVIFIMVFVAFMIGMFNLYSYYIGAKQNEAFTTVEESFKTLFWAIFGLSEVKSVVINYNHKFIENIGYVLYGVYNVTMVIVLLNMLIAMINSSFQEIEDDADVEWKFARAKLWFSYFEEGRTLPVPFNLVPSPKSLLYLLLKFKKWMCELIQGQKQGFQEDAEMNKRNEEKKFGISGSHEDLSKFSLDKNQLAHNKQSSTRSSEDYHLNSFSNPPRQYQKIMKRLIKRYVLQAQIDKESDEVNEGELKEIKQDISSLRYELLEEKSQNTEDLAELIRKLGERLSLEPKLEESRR
TRPC6 activator = activates the mouse TRPC6 cation channel; AID 2550; HEK293-TRPC6 membrane potential dye fluorescence; active compounds read high; hit rate 0.13% among 310,000; B-score at 10 µM;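 active means B-score of the integrated fluorescence ratio above library mean plus 3 SD, and starting fluorescence ratio within library mean plus 5 SD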;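 further: higher score means more depolarization so channel activation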
RGS4 block = human RGS4 inhibition; P49798; HEK293 M3R/RGS4 inducible, Fluo-4 calcium flux; active compounds read high; triggered by carbachol at its EC20; B-score at 10 µM; AID 463165; hit rate 0.45% among 310,000;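 active means B-score, a plate-corrected calcium signal, over three deviations above library mean, with baseline fluorescence within five deviations of library mean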;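 further: RGS4 expression induced by doxycycline in cells with stable M3 receptor; B-score is computed from the integrated fluorescence ratio over baseline after carbachol; higher B-score means a larger calcium signal and so more RGS4 inhibition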
SKKanGAS inh = inhibitors of SKKanGAS S. pyogenes growth in kanamycin (SK-promoter or general growth effect). BacTiter-Glo, 6 h. inhibition, % at 7.5 µM. hit rate 1.3% among 300,000. AID 1662;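 active means mean replicate score, as percent of positive control median, at least 50; inconclusive means mean below 50 but one replicate at or above 50; inactive means mean and every replicate below 50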;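 further: strain carries kanamycin resistance gene driven by streptokinase promoter and grows in 40 µg/ml kanamycin; loss of luminescence reflects streptokinase promoter inhibition or plain growth inhibition; 0% = median of DMSO wells and 100% = positive control at its reference dose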
ANO1 block = inhibitors of mouse TMEM16A calcium-activated chloride channel. Q8BHY3. HEK293 TMEM16A/YFP iodide influx fluorescence, ionomycin. normalized B-score (activity score, 25-100; higher = stronger inhibition) at 10 µM. hit rate 1.2% among 310,000. AID 588511;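 active means ratio plate-corrected score three or more library SD toward inhibition, starting fluorescence score within five deviations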;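 further: score derived from kinetic fluorescence span divided by baseline fluorescence per well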
RGS4 pot = potentiators or activators of RGS4; HEK293 M3R/inducible RGS4, carbachol calcium flux Fluo4; active compounds read low; B-score at 10 µM; hit rate 0.92% among 310,000;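 active means B-score of the integrated calcium signal more than 4 SD below the library mean, with starting fluorescence not abnormally high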;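 further: negative B-score means reduced calcium response which marks RGS4 activation or potentiation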
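System: HEK293 FlpIn-TREx cells, stable M3R, doxycycline-inducible RGS4. Timing: overnight RGS4 induction, 30 min dye load 37 °C, 20 min compound RT. Also added: carbachol, ECmax concentration. Measured by: Fluo4 fluorescence kinetic imaging of calcium. Evaluation: integrated calcium ratio converted to B score.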
MrgX1 antag = blocks BAM8-22 activation of human MrgX1 receptor; MRGX1-HEK293 calcium flux, Fluo-4, BAM8-22 antagonism; active compounds read low; B-score at 10 µM; Q96LB2; hit rate 1.3% among 310,000;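 active means calcium-response B-score plate-corrected more than 3 library SD below zero, starting fluorescence within 5 deviations, no agonist response on first addition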;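 further: peak minus trough fluorescence over baseline after final BAM8-22 challenge near maximal dose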
MrgX1 agonist = human MrgX1 receptor agonism, primary screen; MrgX1-HEK293 cells, Fluo-4 calcium fluorescence, agonist mode; active compounds read high; hit rate 0.44% among 310,000; AID 588627; B-score at 10 µM; Q96LB2;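 active means calcium response B-score plate-corrected fluorescence ratio at least 3 library SD, with starting fluorescence B-score inside 5 SD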
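Assay system: MrgX1-expressing HEK293 cells / Amount: fifteen thousand cells per well / Doses: test compound in the initial addition of three / Timing: cells plated overnight, dye loaded 0.5 h 37 °C, 0.5 h room temperature / Technique: kinetic calcium dye fluorescence, Fluo-4 NW / Control set: positive and negative controls per plate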
ANO1 activ = activates or potentiates the mouse TMEM16A chloride channel; B-score at 10 µM; hit rate 0.3% among 340,000; HEK293 TMEM16A/YFP-H148Q/I152L, iodide quench fluorescence; active compounds read low; AID 623877;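 active means fluorescence-ratio B-score plate-corrected deviation score at least 3 library SD below zero, with starting fluorescence score within 5 deviations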;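 further: channel opened by trigger with iodide after compound preincubation; score built on the fluorescence ratio of max minus min over baseline; more negative score means more quench and so TMEM16A activation or potentiation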
HDAC3 inh = blocks human histone deacetylase 3. recombinant HDAC3, fluorogenic peptide/trypsin coupled, fluorescence. inhibition, % at 8.3 µM. hit rate 0.15% among 320,000. AID 2718; in the data active means inhibition above about 26%, passing the limit was not always enough; inconclusive means no clear call, values can overlap the other calls
Active calls of the source: *; i = inactive; ? = inconclusive; . = not tested or not shown.

SMILES	MrgX1 PAM	TRPC6 inh	TRPC6 activator	RGS4 block	SKKanGAS inh	ANO1 block	RGS4 pot	MrgX1 antag	MrgX1 agonist	ANO1 activ	HDAC3 inh
COc1ccc(C(=O)NCc2ccc(-c3nc4ccccc4s3)cc2)cc1OC	i	i	i	i	0.4	i	i	i	i	i	-3.3
CCOC(=O)N1CCN(C(=O)CSc2ccc(-c3ccccc3OC)nn2)CC1	i	i	i	i	0.3	i	i	i	i	i	-8.0
O=C(CSc1nnc(-c2ccncc2)s1)Nc1ccc(Cl)c(C(=O)O)c1	i	i	i	i	0.7	i	i	i	i	i	-7.7
CCCCc1nc2cc(C(=O)NCc3nccn3CC)ccc2o1	i	i	i	i	-1.1	i	-9.07*	i	i	i	-1.2
COc1ccc(CN2CCC(=O)N([C@H](CO)Cc3ccccc3)CC2)cc1	i	i	i	i	-2.7	i	i	i	i	i	0.6
O=C(Cc1csc(N2CCOCC2)n1)N/N=C/c1ccc(O)c(O)c1O	.	i	i	i	4.2	.	i	.	.	i	.
COc1ccc(-c2[nH]n(-c3ccc([N+](=O)[O-])cc3)c(=O)c2C=NCC2CCCO2)cc1 (stereo not drawn)	i	i	i	i	-7.6	i	i	i	i	i	4.0
O=C(Nc1cccc(Cl)c1)OCc1cn(-c2ccc(Cl)cc2)nn1	i	i	i	i	-10.1	i	i	i	i	i	-0.2
CCCc1cc(=O)oc2cc(OC(C)C(=O)NCCCn3ccnc3)ccc12 (stereo not drawn)	i	i	i	i	-1.1	i	i	i	i	i	-1.2
Cc1nnc(SCCOC(N)=O)n1C	.	i	i	i	1.1	.	i	.	.	i	.
O=C(Nc1ccc(F)cc1F)c1csc(-c2ccccc2)n1	i	i	i	i	-3.0	i	i	i	i	i	-6.2
COc1cccc(NC(=O)COC(=O)c2c(-c3ccccc3)noc2C)c1	i	i	i	i	-10.8	i	i	i	i	i	0.7
CCCNC(=O)c1ccc(S(N)(=O)=O)cc1	i	i	i	i	-3.5	i	i	i	i	i	8.6
CC1Cc2nc(SCC(N)=O)n(C)c(=O)c2S1 (stereo not drawn)	i	i	i	i	-2.1	i	i	i	i	i	7.5
CCCCCc1ccc(OCCCC[n+]2cccc(C)c2)c(CCCCC)c1	i	i	i	i	-4.2	100*	-8.71*	i	i	i	6.5
CCOC(=O)C1CCN(C(=O)c2cccc(NS(=O)(=O)c3ccc(F)c(F)c3)c2)CC1	i	i	i	i	-1.0	i	i	i	i	i	1.0
Fc1ccccc1OCCSc1nc2ccccc2o1	i	i	i	i	29.7	i	i	i	i	i	-3.4
CC(C)Oc1ccc(C2CC(=O)NC2=O)cc1 (stereo not drawn)	i	i	i	i	-0.3	i	i	i	i	i	4.2
Nc1nnc(SCC(=O)NC2CCCCC2)n1-c1ccccc1	i	i	i	i	-5.4	i	i	i	i	i	0.0
COc1ccc(NC(=S)NCc2cccnc2)cc1	i	i	i	i	-2.4	i	i	i	i	i	-3.7
O=c1c2ccccc2nc(/C=C/c2cc(Br)ccc2O)n1CCO	i	i	i	i	4.8	i	i	i	i	i	5.1
CCCC(=O)N1CCN(C2=NS(=O)(=O)c3ccccc32)CC1	i	i	i	i	4.8	i	i	i	i	i	-0.9
COCCCNC(=S)Nc1ccc(N2CCCCC2)cc1	i	i	i	i	1.4	i	i	i	i	i	5.9
CC1(C)Cc2c(sc3[nH]c(=S)n(Cc4ccccc4)c(=O)c23)CO1	i	i	i	i	8.7	i	i	i	i	i	0.7
Oc1ccc(C23CC4CC(CC(C4)C2)C3)cc1O	i	i	i	21.6*	4.2	i	i	i	i	i	-5.3
CCCN1C(=O)c2ccc(C(=O)NCc3ccco3)cc2C1=O	i	i	i	i	-3.5	i	i	i	i	i	0.2
CSc1nnc(C)c(=O)n1COC(=O)COc1ccc(F)cc1	i	i	i	i	3.3	i	i	i	i	i	-1.4
CC(SCc1ccccc1)C(=O)Nc1ccc2c(c1)OCO2 (stereo not drawn)	i	i	i	i	3.3	i	i	i	i	i	3.7
Cc1cccn2c(CN[C@@H]3CCCC[C@H]3c3ccccc3)c(C(=O)N3CCOCC3)nc12	i	i	i	i	-6.0	i	i	i	i	i	-2.3
CC(C)c1cc(CN2CCN(CCC#N)CC2)cc(C(C)C)c1O	i	i	i	i	-5.2	i	i	i	i	i	-2.0
Cc1ccsc1/C=c1\sc2ncnn2c1=O	6.58*	i	i	i	6.0	i	i	i	i	i	?
O=[N+]([O-])c1cccc(C2=NCCS2)c1	i	i	i	i	5.0	i	i	i	i	i	-3.0
CC(C)c1nnc(NC(=O)C2CCN(S(=O)(=O)c3ccc(-n4cnnn4)cc3)CC2)s1	i	i	i	i	-2.0	i	i	i	i	i	0.4
O=C(O)c1ccc(/C=N/NC(=O)C(O)(c2ccccc2)c2ccccc2)cc1	i	i	i	i	5.9	i	i	i	i	i	0.4
Oc1ccc(N=Nc2ccc3c(c2)OCCO3)c2cccnc12	i	i	i	i	87.6*	i	i	i	i	i	-8.1
Cc1cc(NC(=O)CSCC(=O)OC(C)C(=O)N(C)Cc2ccccc2)no1 (stereo not drawn)	i	i	i	i	-7.1	i	i	-7.41*	i	i	-5.7
Cc1ccc(-c2nn(-c3ccccc3)cc2C(=O)NCC(c2cccs2)N2CCOCC2)cc1 (stereo not drawn)	i	i	i	i	-8.8	i	i	i	i	i	12.2
CN(C1=C(NC(=O)c2ccc(Cl)cc2)C(=O)c2ccccc2C1=O)c1ccccc1	i	-5.14*	i	i	1.9	i	i	i	i	i	5.7
O=C(CCc1ccccc1)NNC(=S)Nc1ccc(F)cc1	i	i	i	i	-2.3	i	i	i	i	i	0.5
Cc1ccc(-n2c(=O)c3ccc(C(=O)NCc4ccco4)cc3n(Cc3ccccc3C#N)c2=O)cc1	i	i	i	i	0.2	i	i	i	i	i	-0.6
Cc1nn(C)c(Cl)c1CN1CCC(n2nccc2NC(=O)C2CCCC2)CC1	i	i	i	i	5.0	i	i	i	i	i	-5.2
COC(=O)c1cc(C(=O)c2c(C)cc3ccccn23)cc([N+](=O)[O-])c1	i	i	i	i	-8.2	i	i	i	i	i	3.8
CCn1cc(C(=O)NC(=S)Nc2ccccc2[N+](=O)[O-])cn1	i	i	i	i	6.5	i	i	i	i	i	1.8
CCOCCCN(C)C1CCN(S(=O)(=O)c2csc(C(N)=O)c2)CC1	i	i	i	i	2.5	i	i	i	i	i	1.9
CC1=CC(C)(C)N2C(=O)C3(C(C#N)=C(N)Oc4cc(O)ccc43)c3cccc1c32 (stereo not drawn)	i	i	i	i	0.2	i	i	i	i	i	5.9
CCOC(=O)/C(C#N)=C/c1cc(C)n(-c2ccccc2)c1C	i	i	i	i	-9.2	i	i	i	i	i	-6.0
COc1ccc(C2CC3(CC(C)(C)NC(=S)N3)Oc3cc(O)cc(C)c32)cc1OC (stereo not drawn)	i	i	i	i	-0.1	i	i	i	i	i	-0.4
COc1ccc(-c2noc(CCCC(=O)NC3CCCCC3)n2)cc1	i	i	i	i	-1.5	i	i	i	i	i	-1.8
O=C(O)COc1ccccc1/C=N/NC(=O)CSc1nnc(SCc2ccccc2)s1	i	i	i	i	-1.9	i	i	i	i	i	-0.7
C/C(Cl)=C\Cn1c(O)c(N=NC(N)=S)c2ccccc21	i	i	i	i	-6.5	i	i	i	i	i	10.0

(continued)
SMILES	MrgX1 PAM	TRPC6 inh	TRPC6 activator	RGS4 block	SKKanGAS inh	ANO1 block	RGS4 pot	MrgX1 antag	MrgX1 agonist	ANO1 activ	HDAC3 inh
CCOC(=O)CSc1ncc(OC)c(Sc2ccc(Cl)cc2)n1	i	i	i	i	-4.6	i	i	i	i	i	0.5
O=C(Nc1ccccc1)Nc1cccc(-c2nnco2)c1	i	i	i	i	-6.8	i	i	i	i	i	-2.0
CC(C)C(=O)NC(=S)Nc1ccc(S(=O)(=O)N(C)C)cc1	i	i	i	i	15.3	i	i	i	i	i	10.0
CCCN=C1NC(=O)C(CC(=O)NCCc2ccccc2)S1 (stereo not drawn)	i	i	i	i	-6.1	i	i	i	i	i	-5.4
O=C1CC2(CCCCC2)Oc2ccc(Cl)cc21	i	i	i	i	4.8	i	i	i	i	i	-7.9
COc1cccc(N2CCN(C(=O)CN(C)S(=O)(=O)c3ccc4c(c3)c(=O)n(C)c(=O)n4C)CC2)c1	i	i	i	i	-1.7	i	i	i	i	i	5.5
CCCCC(C(=O)NCCC(C)C)N(CCCN1CCOCC1)C(=O)c1snc(C(N)=O)c1N (stereo not drawn)	i	i	i	i	2.3	i	i	i	i	i	-5.1
Cc1scc(C(=O)NCc2ccco2)c1-c1ccccc1	i	i	i	i	-4.1	i	i	i	i	i	1.3
COc1ccccc1-c1cc(C(=O)N/N=C/c2ccc(C)s2)c2ccccc2n1	i	i	i	i	14.6	i	i	i	i	i	-4.8
CCCC(c1nnnn1Cc1ccc(OC)cc1)N1CCN(C(=O)c2ccco2)CC1 (stereo not drawn)	i	i	i	i	-3.7	i	i	i	i	i	-13.0
Cc1ccc(C(=O)CCC(=O)N(C)CC(=O)Nc2c(Cl)cccc2Cl)cc1	i	i	i	i	22.6	i	i	i	i	i	7.1
NC(=O)CNC(=O)c1cccc(Cl)c1	i	i	i	i	-16.2	i	i	i	i	i	6.5
CCOc1ccc(N(CC(=O)Nc2ccc(OC)cc2)S(C)(=O)=O)cc1	i	.	.	.	2.5	i	.	i	i	i	-12.2
COc1ccc(NC(=O)c2cc3ccc4c5ccccc5[nH]c4c3cc2O)cc1	i	i	i	i	5.7	i	i	i	i	i	-3.4
COc1cc(C(N)=O)cc(Cl)c1OC	i	i	i	i	-3.6	i	i	i	i	i	0.3
COc1ccc(-c2noc(COc3ccc4c(c3)OCO4)n2)cc1OC	i	i	i	i	-7.1	i	i	i	i	i	4.9
COc1ccc(-c2cc(C(F)(F)F)nc(SCCC(=O)NCc3ccco3)n2)cc1	i	i	i	i	-7.8	i	i	i	i	.	5.3
Cc1cc(C)c2c(n1)nn1c(NCCOCCO)cc(C)nc21	i	i	i	i	-0.4	i	i	i	i	i	-165.5

Compound activity from PubChem.
